PTPN22 act – increases human PTPN22 phosphatase activity; Q9Y2R2; recombinant LYP, DiFMUP fluorescence; 0 = plate median, 100 = signal doubled; activation, % at 2 µM; 96,000 compounds, 0.11% hits; AID 697;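 active means activation at 2 µM above a set limit, the mean plus 5 SD, cut at about 37% in these data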
Target sequence (Q9Y2R2 whole entry, looked up): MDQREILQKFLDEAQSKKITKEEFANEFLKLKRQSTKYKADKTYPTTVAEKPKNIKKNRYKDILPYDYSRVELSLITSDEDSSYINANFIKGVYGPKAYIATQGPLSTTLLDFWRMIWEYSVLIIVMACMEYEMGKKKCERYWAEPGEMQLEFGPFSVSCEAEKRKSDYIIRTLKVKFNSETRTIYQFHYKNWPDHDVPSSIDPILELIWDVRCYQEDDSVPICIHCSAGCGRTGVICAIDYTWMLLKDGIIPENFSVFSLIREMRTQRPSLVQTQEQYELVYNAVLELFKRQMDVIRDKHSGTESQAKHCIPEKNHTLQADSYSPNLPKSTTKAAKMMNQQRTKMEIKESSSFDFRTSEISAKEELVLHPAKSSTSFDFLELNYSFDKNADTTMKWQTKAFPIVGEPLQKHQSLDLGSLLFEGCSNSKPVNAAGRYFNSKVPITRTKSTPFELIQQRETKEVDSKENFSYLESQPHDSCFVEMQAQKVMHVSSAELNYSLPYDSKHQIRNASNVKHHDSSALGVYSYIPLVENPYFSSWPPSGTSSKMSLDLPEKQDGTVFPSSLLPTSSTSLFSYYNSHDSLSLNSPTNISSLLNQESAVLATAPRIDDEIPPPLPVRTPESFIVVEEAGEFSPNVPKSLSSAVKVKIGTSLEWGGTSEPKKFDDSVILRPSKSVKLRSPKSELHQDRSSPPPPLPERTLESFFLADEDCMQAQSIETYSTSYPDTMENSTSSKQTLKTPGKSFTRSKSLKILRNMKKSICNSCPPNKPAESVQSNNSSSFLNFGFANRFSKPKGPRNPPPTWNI
Calb biofilm kill – kills Candida albicans biofilms; C. albicans biofilm + clotrimazole, Alamar Blue; inhibition, % at 6 µM; 85,000 compounds, 0.14% hits; AID 834;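 active means inhibition above 20%; inactive means inhibition below 20%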;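 further: preformed 24 hr biofilms exposed to compound for 48 hr; 0% = biofilm without compound and 100% = blank killed by clotrimazole plus chlorhexidine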
Rev-RRE block – HIV Rev-RRE protein-RNA interaction inhibition | 97,000 compounds, 0.79% hits | Rev peptide-RRE RNA binding, FRET | inhibition, % at 8 µM;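 active means inhibition above the screen-wide mean plus 3 SD, cut at about 35% in these data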;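 further: 0% = median DMSO wells and 100% = median Neomycin B control wells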
Target sequence (P05866 whole entry, looked up): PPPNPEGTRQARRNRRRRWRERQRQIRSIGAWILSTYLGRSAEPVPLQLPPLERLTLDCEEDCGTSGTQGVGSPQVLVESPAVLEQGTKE
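System: Cy5-labelled duplex RRE RNA binding fluorescein-labelled HIV Rev peptide; Signal: fluorescein-to-Cy5 FRET, 480 nm excitation; Also added: labelled Rev peptide; Compound: one concentration, 8 µM nominal; Buffer or medium: HEPES pH 7.5 salt buffer with EDTA; Read-out: % inhibition of FRET ratio versus controls; Schedule: 5 min preincubation and 15 min binding, 25 °C.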
PTPN22 inh 2 – blocks human PTPN22 phosphatase activity; Q9Y2R2; inhibition, % at 2 µM; 96,000 compounds, 0.21% hits; recombinant LYP catalytic domain, DiFMUP fluorescence;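 active means inhibition at 2 µM at or above a set limit, the screen mean plus 3 SD, cut at about 24% in these data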;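 further: 0% = DMSO with enzyme and 100% = enzyme fully blocked by orthovanadate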
PLK1 kinase inh – inhibitors of human PLK1 kinase. P53350. recombinant PLK1 kinase, TR-FRET peptide phosphorylation. inhibition, % at 10 µM. 97,000 compounds, 0.53% hits;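 active means inhibition of 50% or more in the single-concentration screen; inactive means inhibition below 50%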;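 further: 0% = DMSO max control and 100% = H-89 dihydrochloride min control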
EphB4 ephrin blk – antagonists of human EphB4-ephrin-B2 interaction; P54760; EphB4 LBD / TNYL-RAW-Alexa532 peptide, fluorescence polarization; inhibition, % at 7 µM; 97,000 compounds, 0.15% hits;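 active means inhibition above the screen-wide mean inhibition plus 3 SD, cut at about 15% in these data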;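 further: 0% = DMSO wells and 100% = excess unlabeled TNYL-RAW peptide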
CYP2C9 activ – activators of human CYP2C9; recombinant CYP2C9, luciferin-H conversion, luminescence; hits give high values; factor 1 = untreated enzyme, 0 = blocked; activation factor at 5 µM; 96,000 compounds, 1.4% hits; AID 1024; P11712;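 active means activation factor of 2 or more for CYP2C9 at a 5 µM dose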;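 further: 0 = sulfaphenazole-blocked wells and 1 = vehicle-only wells; values of inactives mirror those of a sister screen read the other way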
PLK1 PBD inh – inhibitors of human Plk1 polo box domain binding; Plk1 PBD phosphopeptide binding, fluorescence polarization; P53350; 97,000 compounds, 0.13% hits; inhibition, %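 (tested at about 20 µM)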; AID 693; in the data active means inhibition above about 34%, passing the limit was not always enough
CYP2C9 inh – blocks human cytochrome P450 2C9; P11712; CYP2C9 Supersomes, luciferin-H conversion, luminescence; inhibition, % at 5 µM; 96,000 compounds, 20% hits; AID 777;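 active means blocking of liver enzyme CYP2C9 beyond about 50% at 5 µM, limit read from the data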; further: values of inactives mirror those of a sister screen read the other way
* hit, by the source's call; . = not tested or not shown; [ ] = remark or other dose.

SMILES	PTPN22 act	Calb biofilm kill	Rev-RRE block	PTPN22 inh 2	PLK1 kinase inh	EphB4 ephrin blk	CYP2C9 activ	PLK1 PBD inh	CYP2C9 inh
O=C(Cn1nnc2c(sc3nc4c(c(-c5ccccc5)c32)CCC4)c1=O)c1ccccc1	3	.	11	0	-15	1	0.9	13	6
CCOc1ccc(C(=O)N2CCCCCC2)cc1	-4	10	2	8	1	3	0.9	-12	11
Nc1nc2n(n1)C(c1ccccc1)CC(c1ccc(F)cc1)N2 (stereo not drawn)	0	5	-3	0	-12	3	0.1	37	93*
Clc1ccc(Oc2cnns2)c(Cl)c1	-1	7	7	4	-5	0	0.9	-25	13
c1ccc2[nH]c(CSc3nc4ccccc4s3)nc2c1	-1	-5	1	5	-1	4	0.5	-10	53*
Cc1ccc2c(c1)C(O)(c1c(C)[nH]c3ccccc13)C(=O)N2 (stereo not drawn)	-9	-7	1	9	-12	1	0.4	-20	60*
CCn1c(C(=O)N2CCC(C(=O)N3CCN(c4ccccn4)CC3)CC2)cc2sccc21	2	4	1	-5	-12	0	1.6	-14	-60
O=C(NCc1ccco1)C12CC3CC(CC(C3)C1)C2	2	2	2	-2	-13	-5	.	4	.
OCCN(Cc1ccccc1)Cc1cccc(F)c1	2	.	2	1	-5	5	0.8	7	16
COc1ccccc1Nc1nc2ccc(C)cc2cc1C#N	-8	.	14	11	-18	0	1.1	23	-8
CCOC(=O)c1sc(=S)n(-c2ccc3c(c2)OCO3)c1N	-7	7	3	5	-3	-1	1	-19	3
N#Cc1c(NC(NC(=O)c2ccco2)C(=O)c2ccccc2)sc2c1CCCC2 (stereo not drawn)	-5	-1	-2	9	-10	-5	0.2	-10	76*

3 compounds from above, reduced to Rev-RRE block and PTPN22 act.
smiles | Rev-RRE block | PTPN22 act
c1ccc2[nH]c(CSc3nc4ccccc4s3)nc2c1 | 1 | -1
OCCN(Cc1ccccc1)Cc1cccc(F)c1 | 2 | 2
O=C(NCc1ccco1)C12CC3CC(CC(C3)C1)C2 | 2 | 2

(next part)
SMILES	PTPN22 act	Calb biofilm kill	Rev-RRE block	PTPN22 inh 2	PLK1 kinase inh	EphB4 ephrin blk	CYP2C9 activ	PLK1 PBD inh	CYP2C9 inh
CCN(CC)S(=O)(=O)c1cccc(NC(=O)C2SC(=Nc3ccc(C)cc3C)C(C(=O)NCC3CCCO3)=C2N)c1 (stereo not drawn)	10	.	6	-12	-8	1	0.1	-22	93*
Cc1sc2nc(CN(Cc3cccs3)C(=O)NC3CCCCC3)[nH]c(=O)c2c1C	-11	.	4	8	57*	-10	0	30	96*
O=C(O)CCC(=O)N1CCc2cc(S(=O)(=O)NC3CCCC3)ccc21	1	4	9	-4	-16	5	1.1	4	-7
Cc1sc2nc(SCc3nc(-c4cccs4)no3)n(-c3ccccc3)c(=O)c2c1C	-5	.	5	8	-1	3	0.3	20	66*
O=C(CCS(=O)(=O)c1ccc(Br)s1)NCc1ccc2c(c1)OCO2	7	1	-3	-10	3	-7	0.2	15	81*
O=C(Nc1ccccc1)O/N=C1\CCCCC1c1ccc([N+](=O)[O-])cc1[N+](=O)[O-] (stereo not drawn)	14	.	8	-11	-15	-6	0.4	6	63*
CCOc1cc(Br)ccc1S(=O)(=O)NCc1ccccc1	-8	.	0	11	-4	1	1.5	-20	-45
O=C(CCC1N=C2c3ccccc3N=C(SCc3ccc(F)cc3)N2C1=O)NCc1ccco1 (stereo not drawn)	-10	0	7	15	-2	16*	0.4	-4	65*
CC(C)C(NC(=O)/C=C/c1ccc(F)cc1)C(C)C	10	.	4	-8	-12	2	1.1	15	-7
Cc1ccc(N2C(=O)c3ccccc3C2Nc2ccccc2F)nc1 (stereo not drawn)	0	6	9	-2	-3	1	0.8	-16	25
CS(=O)(=O)c1ccc(Cl)c(C(=O)O)c1	1	.	3	-2	-11	-5	1.1	-4	-10
CC(C)(C)C1=C[C@@H](CO)C[C@@H](CO)C1	6	.	8	-9	-2	6	1.1	-1	-10
CCOC(=O)c1nn(-c2cccc(C)c2)cc1C(=O)c1ccccc1	-12	.	7	11	4	6	0.7	-2	34
c1ccc(Nc2nc(N3CCNCC3)nc(N3CCOCC3)n2)cc1	3	5	4	-6	-5	6	.	17	.
CCc1ccc2oc(-c3ccc(N)cc3)nc2c1	2	9	13	-5	-18	-2	1.6	6	-60
CC1(C)CC(NC(=O)c2ccc3c(c2)OCO3)CC(C)(C)N1	12	0	-1	-9	1	-9	0.9	16	11
Cc1cc(C)n(CCn2nc(C)cc2C)n1	2	7	3	-3	-8	-6	1	-20	1
C=C(C)Cn1c(-c2ccccc2)nc2ccccc21	9	-1	2	-11	4	-4	0.6	-17	42
CCNC(=O)NC(=O)COC(=O)CCCSc1nc2ccccc2[nH]1	-11	4	4	9	-9	3	1.5	4	-53
Cc1cc(C)cc(C(=O)O/N=C(\N)c2ccc(Br)cc2)c1	0	5	11	2	-7	4	3.5*	23	-247
CCCCN1C=C(C(=O)OC)C(c2ccccc2C(F)(F)F)C(C(=O)OC)=C1	-4	-1	9	5	-16	7	0.9	-5	7
O=C(Nc1cc(=O)[nH]c2ncnn12)c1ccccc1	5	.	9	-1	-2	-5	0.8	-33	16
COc1ccc(-c2csc(C)n2)cc1	1	3	3	2	-12	2	.	-12	.
COc1cc(NC(=S)NC(=O)c2c(OC)cccc2OC)ccc1NC(=O)c1cccs1	16	.	-6	-11	-5	-6	0.9	12	8
CCOC(=O)CN=C1CC(C)(C)CC2=C1Sc1ncnc(N(C)C)c1N2	6	7	30	-4	-13	-9	0.8	-11	19
c1cc(N2CCCC2)ccc1C(c1nnnn1C1CCCCC1)N1CCOCC1 (stereo not drawn)	-3	8	0	3	-14	-5	0.6	-14	44
CC(CCc1ccccc1)NC(=O)C(Cc1ccccc1)NS(=O)(=O)c1cccs1 (stereo not drawn)	3	33*	9	-4	-3	-4	0.2	-12	79*
COC(=O)C1C(c2ccccc2)C(C(=O)N2CCOCC2)C1c1ccccc1 (stereo not drawn)	2	11	6	-4	-26	-2	0.8	17	22
O=C(Nc1cccn(Cc2c(Cl)cccc2Cl)c1=O)c1ccc(Cl)cc1Cl	-2	.	7	5	-2	-1	0.4	14	56*
Cc1ccc(Cc2cncc(O)c2)cc1S(=O)(=O)O	-7	7	12	6	-15	1	1	-17	0
N#C/C(=C(\O)c1ccco1)c1ccccn1	-2	5	3	-1	-5	4	0.6	-2	38
CCOC(=O)Nc1cc2c(C)cc(=O)oc2cc1C	34	-4	2	-37	-9	-4	1.2	-6	-25
O=C(CN1C(=O)c2ccccc2C1=O)Nc1nnc(C2CCCO2)s1 (stereo not drawn)	-14	3	1	14	-10	2	0.8	-2	19
Cc1ccc(O)c(-c2cc(-c3ccccc3C)[nH]n2)c1	7	0	13	-8	-2	8	0	-9	98*
Cc1ccc(Nc2nc(N)nc(CSc3nnnn3-c3ccccc3)n2)cc1	2	7	6	-3	-14	2	1.2	-7	-18
Cc1nn(C(C)C(=O)N2CCCCC2)c(=O)c2c1sc1ccccc12 (stereo not drawn)	-5	.	3	5	-9	-5	0.8	43*	16
CC(C)OC(=O)c1ccc(OC(=O)c2cccnc2)cc1	-6	3	7	8	1	7	1.7	-13	-65
COc1cc(OC)c(OC)cc1/C=N/n1c(C)nnc1C	0	.	3	-3	-7	-7	0.9	-2	6
FC(F)(F)c1cccc(NC(=S)Nc2cccc(Cl)c2)c1	15	.	-1	-9	-15	-10	1.8	-6	-83
Cc1cnc(NC(=O)CSc2nnc(-c3cccs3)n2C)s1	-4	12	4	3	-13	-3	0.9	-13	12
CC(=O)Nc1nc2ccc(-c3nc4ccccc4o3)cc2s1	-2	.	0	5	-5	-1	.	7	.
CC[C@H](C)[C@H](NS(=O)(=O)c1ccc(C)cc1)C(=O)N1CCC(C(=O)N[C@H](C(=O)O)C(C)C)CC1	12	10	0	-8	-12	-6	0.9	22	11
Cc1cc(C)c(S(=O)(=O)Nc2ccc(O)cc2)c(C)c1	2	5	5	1	-9	7	0.9	-8	9
CCN(CCCNC(=O)C1CCC(=O)N1C(C)C)c1cccc(C)c1 (stereo not drawn)	2	4	-5	-4	-8	-4	0.9	7	11
Cc1ccc(/C(C#N)=C\c2ccc(N3CCOCC3)o2)cc1	-10	.	96*[fluorescence artefact?]	13	-15	1	1.2	-103	-21
Cc1c(C(=O)NCc2ccc3c(c2)OCO3)oc2ccc(S(=O)(=O)N3CCC(C)CC3)cc12	-1	1	1	5	1	-6	.	11	.
O=C(CC1NCCNC1=O)OCc1ccccc1 (stereo not drawn)	-4	4	5	4	-5	0	1.1	7	-13
CCOCC(=O)Nc1ccc(-c2cn3cccnc3n2)cc1	-7	.	11	6	-13	3	0.8	-3	15
Cc1ccc(S(=O)(=O)N/N=C/c2ccc(OCC(=O)Nc3ccccc3Cl)cc2)cc1	-6	.	1	10	-15	-1	0.2	14	84*
COc1ccc(S(=O)(=O)N2CCCC(C(=O)NCc3ccncc3)C2)cc1 (stereo not drawn)	-2	-3	3	-3	-6	4	0	-7	99*
Cc1ccc(CCNC(=O)C2CCCN(c3nc4ccccc4o3)C2)cc1 (stereo not drawn)	5	7	1	-8	3	-12	0.5	-9	50*
CCOC(=O)c1cc2n(n1)C(C(F)(F)C(F)(F)F)CC(C)N2 (stereo not drawn)	-6	5	2	3	-6	-7	1	24	4
COc1ccccc1Nc1nc(=O)[nH]nc1C	2	8	13	2	-4	7	1.1	-22	-12
Cc1nc(-c2coc3cc(OCC(=O)O)ccc3c2=O)cs1	-4	-3	2	2	9	-8	1.1	-28	-5
O=C(Cn1sc2ccccc2c1=O)NC12CC3CC(CC(C3)C1)C2	6	.	1	-9	-10	2	0.1	-16	90*
COc1ccc(NC(=O)COC(=O)c2c3c(nc4ccccc24)CCCC3)cc1Cl	-7	.	4	8	-6	4	0.7	-31	25
CC(=O)C1=C(O)C(=O)N(c2cc(C(C)(C)C)on2)C1c1ccc(C(C)C)cc1 (stereo not drawn)	-10	3	4	8	-9	2	0.9	5	8
N#Cc1cc2cc3c(cc2nc1N1CCOCC1)OCO3	10	.	15	-9	-12	-1	0.9	-16	8
CN(CCc1ccccn1)S(=O)(=O)c1ccc(F)cc1	4	4	0	-7	-9	7	1.1	15	-7
Cn1c(SCC(=O)Nc2ccc3nc(SCC(=O)N4CCCC4)sc3c2)nnc1-c1ccccc1	-10	.	1	12	-6	-2	0.6	11	43

(further entries)
SMILES	PTPN22 act	Calb biofilm kill	Rev-RRE block	PTPN22 inh 2	PLK1 kinase inh	EphB4 ephrin blk	CYP2C9 activ	PLK1 PBD inh	CYP2C9 inh
O=C(c1cnn2ccccc12)N(Cc1ccco1)C1CCCC1	1	1	5	-4	-5	4	0.5	1	47
COc1ccc2nc(C)cc(N3CC(C)OC(C)C3)c2c1 (stereo not drawn)	1	4	4	-3	6	2	0.6	-22	44
O=C(NC(C(=O)c1ccccc1)N1CCOCC1)c1cccs1 (stereo not drawn)	5	7	-1	-13	-12	-4	0	-19	96*
O=C(CN1CCc2ccccc2C1)Nc1ccc(Br)cc1	2	-1	5	-2	-12	0	0.6	-11	42
COc1ccc(OC)c(C2=Nn3c(nnc3C3CCCCC3)SC2)c1	-8	11	5	9	-17	-2	0.2	13	78*
CC1CCCCN1CC(=O)Nc1ccc(Oc2ccccc2)cc1 (stereo not drawn)	-2	6	8	4	-5	4	0.8	-1	24
COc1ccccc1C(=O)C(O)c1ccccc1OC (stereo not drawn)	-6	-1	3	3	-9	-5	1	20	-3

Compound activity deposited in PubChem BioAssay by several laboratories.
